RGS4 inh = inhibitors of human regulator of G protein signaling 4 | 390,000 compounds, 0.039% hits | AID 504845 | P49798 | Potency, µM (doses to about 114 µM), for inactives: at the top dose activity change, negative = inhibition, hits mostly inhibitors | Transcreener GDP fluorescence polarization, RGS4-accelerated GTP hydrolysis; also: potency is read from the fitted curve at half-maximal effect; % is scaled to controls: 0 for no effect and ±100 for the full control effect; nearly all actives have a fitted effect of over 75% in size; some results filed as inactive show a strong effect at the top dose
Target sequence (P49798 whole entry, looked up): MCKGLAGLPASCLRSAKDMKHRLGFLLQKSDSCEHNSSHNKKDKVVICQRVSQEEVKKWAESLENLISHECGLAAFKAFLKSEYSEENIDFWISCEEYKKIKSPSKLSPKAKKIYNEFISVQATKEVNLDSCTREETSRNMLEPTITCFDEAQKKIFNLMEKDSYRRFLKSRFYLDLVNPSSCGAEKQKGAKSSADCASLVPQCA
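MLSMR compounds (23 nl, pin-transferred) preincubated 10 min at room temperature with a 500nM (2x) first reagent, then RGS4 at 900nM (2x) plus Transcreener GDP mix added; fluorescence polarization (620/688 nm) read before and after 90 min at 30 °C.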
Vif-A3G inh = Vif-A3G binding inhibition; Q9HC16; HeLa A3G-eYFP + Vif (tagged APOBEC3G with the HIV-1 protein that degrades it), YFP fluorescence, overnight; Potency, µM (doses to about 46.1 µM), for inactives: at the top dose activity, negative = active, hits mostly inhibitors; 410,000 compounds, 0.076% hits; AID 602310;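 also: potency is read from the fitted curve at half-maximal effect; % is scaled to controls: 0 for no effect and ±100 for the full control effect; nearly all actives have a fitted effect of over 60% in size; hits raise eYFP signal because A3G escapes Vif-driven loss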
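Read-out is eYFP fluorescence (Ex 488/Em 500-530) from Vif-expressing HeLa A3G-eYFP cells; more signal means A3G escaped Vif-mediated degradation. Cells plated overnight, compound pinned in, incubated overnight at 37 deg C.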
D2 agonist = D2 dopamine receptor (human) agonism; P14416; HEK293 T-REx D2 cells, calcium flux agonist mode; activation, % at 2 µM; 340,000 compounds, 0.53% hits;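 active = activation over 3 SD above normal in the single-dose calcium agonist read, cut at about 30% in these data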; also: 0% is about no effect
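Tetracycline-induced HEK293 T-REx cells with force-coupled D2 receptor, plated overnight at 30 C, loaded with no-wash calcium dye. After a 10 s baseline, compound was pin-added and calcium flux read kinetically for 180 s; calcium rises flagged agonists.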
D2 antag = antagonizes the human D2 dopamine receptor | P14416 | HEK293 TREx D2 cells, calcium flux, dopamine EC80 | inhibition, % at 10 µM | 340,000 compounds, 2% hits | AID 485344; in the data active = inhibition above about 30%; also: 0% is about no effect
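Tetracycline-induced HEK293 T-REx cells expressing D2 force-coupled to calcium signalling were dye-loaded, exposed to compound for 180 s, then challenged with an EC80 of dopamine; calcium flux was followed kinetically for a further 180 s.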
12-LOX inh = blocks human arachidonate 12S-lipoxygenase; purified 12hLO, xylenol orange hydroperoxide absorbance; 580,000 compounds, 1.1% hits; Potency, µM (top dose mostly 108 µM), for the others: at the highest dose activity change, negative = inhibition, most hits filed as inhibitors; AID 1671190; also: potency is read from the fitted curve at half-maximal effect; % is scaled to controls: 0 for no effect and ±100 for the full control effect
Target sequence (P18054 whole entry, looked up): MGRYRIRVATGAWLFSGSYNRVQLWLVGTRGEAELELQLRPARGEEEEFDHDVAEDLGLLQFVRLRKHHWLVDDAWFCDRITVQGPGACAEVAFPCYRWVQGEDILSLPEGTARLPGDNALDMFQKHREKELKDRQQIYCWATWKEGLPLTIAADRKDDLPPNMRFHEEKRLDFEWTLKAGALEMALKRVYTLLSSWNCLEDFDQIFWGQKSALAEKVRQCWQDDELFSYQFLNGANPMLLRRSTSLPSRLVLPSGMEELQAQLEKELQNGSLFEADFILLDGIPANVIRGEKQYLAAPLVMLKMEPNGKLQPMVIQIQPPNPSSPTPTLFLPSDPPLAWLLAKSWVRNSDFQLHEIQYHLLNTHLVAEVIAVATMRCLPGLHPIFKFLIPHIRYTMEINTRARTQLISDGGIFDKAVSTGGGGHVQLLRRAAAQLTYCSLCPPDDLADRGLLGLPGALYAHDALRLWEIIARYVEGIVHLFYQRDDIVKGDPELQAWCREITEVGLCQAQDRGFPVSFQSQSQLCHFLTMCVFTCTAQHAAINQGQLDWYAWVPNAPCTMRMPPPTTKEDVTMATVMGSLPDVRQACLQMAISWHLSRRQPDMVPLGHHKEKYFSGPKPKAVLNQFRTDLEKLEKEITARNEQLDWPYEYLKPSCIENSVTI
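Purified human 12hLO at 150 nM in 25 mM Hepes, 0.01% Triton X-100, pH 7.0, preincubated 15 min at room temperature with compound. Reaction started with 40 uM arachidonic acid, 30 min at room temperature. Hydroperoxide measured by Fe-xylenol orange, 573/405 nm absorbance ratio.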
GRP78 ERSR act = induces the endoplasmic reticulum stress response in human glioma cells; U87-MG GRP78 promoter luciferase reporter, 16 h; Potency, µM, for the others: at the top dose activation, usual class: activators; 420,000 compounds, 0.02% hits; also: potency is read from the fitted curve at half-maximal effect; series mostly up to about 76 µM; % of control where 0% means no effect; nearly all actives have a fitted effect of over 35% in size
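ERSR induction read as luciferase luminescence (Bright-Glo, 10 min at room temperature) in stably transfected human U87-MG glioma cells exposed to compounds for 16 h, using GRP78 as sensor.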
ERG Ets-DNA blk = ERG Ets/DNA interaction inhibition; fluorescence polarization, His-ERG Ets domain / labelled DNA; Potency, µM (titrated, usually from 76.9 µM), for the others: top-dose FP activity, negative = inhibition, actives largely listed as inhibitors; 370,000 compounds, 0.028% hits; active = well fitted inhibition curve with a large enough effect in the polarisation, with a control signal flat; inconclusive = small, poorly fitted or top-dose-only effect, or effect the other way, or a change in a side signal; inactive = no such curve, though single readings can be large or run the other way; the % refers to the polarisation;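 also: polarization taken with two DNA probes labelled with fluorescein and Texas red; potency is read from the fitted curve at half-maximal effect; % of control where 0% means no effect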
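His-tagged ERG Ets domain (1 uM in the protein solution; 300mM KCl, 50mM Tris-HCl, 1mM EDTA, 1mM DTT, pH 7.5) received compound, then a probe mix of 5 nM fluorescein-DNA and 100nM Texas-615-DNA. Fluorescence polarization was read for both dyes.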
LDHA block = inhibitors of human lactate dehydrogenase A | purified LDHA, NADH/diaphorase-resazurin fluorescence; active compounds read low | 480,000 compounds, 0.15% hits | activity change, % (values are at about 110 or 230 µM) | P00338; in the data active = activity change below about -30%; inconclusive = mostly about -25% to -30%;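 also: plate controls were DMSO wells for no effect and wells without enzyme for full effect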
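Remaining NADH was detected by diaphorase (0.133 mg/mL) converting 37 µM resazurin to fluorescent resorufin, read at 0 and 20 minutes. The preceding 5-minute room-temperature reaction used 2 nM LDHA, 0.2 mM sodium pyruvate and 0.06 mM NADH at pH 7.4.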
Vif-APOBEC3F blk = Vif-A3F binding inhibition. 390,000 compounds, 0.2% hits. Potency, µM (doses to about 46.1 µM), without a hit: top-dose activity, negative = active. HeLa A3F-eYFP + Vif (tagged APOBEC3F with the HIV-1 protein that degrades it), YFP fluorescence increase. AID 602313; also: potency is read from the fitted curve at half-maximal effect; % of control where 0% means no effect; nearly all actives have a fitted effect of over 65% in size
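HeLa cells stably expressing A3F-eYFP plus Vif, plated and incubated overnight at 37 deg C, then exposed to compounds overnight at 37 deg C. Blocked degradation read as raised yellow fluorescence (Ex 488/Em 500-530).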
Starred values were filed as active, the others as inactive; ? = inconclusive; nt = not tested or not shown; & = joins results of further samples; [ ] = dose if it differs, or a comment. Unless noted, calls follow the shape of the dose curve; as a rule, active = well fitted curve in the direction sought with a large enough effect; inconclusive = small, poorly fitted or top-dose-only effect, or another doubt; inactive = no such curve, though single readings can be large; an effect the other way counts as inactive or inconclusive. This is a subset (hit frequency here may not be typical).

#	SMILES	RGS4 inh	Vif-A3G inh	D2 agonist	D2 antag	12-LOX inh	GRP78 ERSR act	ERG Ets-DNA blk	LDHA block	Vif-APOBEC3F blk
1	Cn1cc(-c2cc3n(n2)CCC(=O)N3CCCC(=O)NCc2ccc(F)cc2)c2ccccc21	12%	-22%	-0.6	nt	-13%	-4%	1%	1	-4%
2	COc1ccccc1C1N=C(c2ccccc2C)NO1 (stereo not given)	-50%	-2%	nt	nt	-15%	-1%	-8%	1	7%
3	NC(=O)COc1c(-c2ccc(Br)o2)oc2ccccc2c1=O	1%	-30%	1.5	-1	nt	-1%	-14%	-1	?
4	CCN(CC)C(=O)CSc1nc2c(sc(=S)n2-c2ccc(C)cc2C)c(=O)[nH]1	1%	0%	nt	nt	0%	7%	1%	-7	0%
5	COc1ccc(NC(=O)c2cccn(CC=C(C)C)c2=O)cc1	-8%	6%	-0.6	-2	0%	1%	-1%	-3	7%
6	CC1SCC(=NOCc2c(Cl)cccc2Cl)CS1 (stereo not given)	-2%	1%	-0.7	-3	-39%	4%	-18%	1	-17%
7	COc1ccc(NC(=O)C2Cc3ccccc3CN2C(=O)c2ccccc2)cn1 (stereo not given)	0%	-3%	0.8	-4	-7%	-4%	6%	3	-12%
8	COCc1ccc(CN2CCCC(CO)(Cc3ccccc3)C2)o1 (stereo not given)	0%	2%	-0.1	-24	0%	-8%	-6%	-12	-19%
9	COc1cc(OC)c(OC)cc1/C=C1\CC(C)C/C(=C\c2cc(OC)c(OC)cc2OC)C1=O (stereo not given)	?	?	1.7	1	?	-9%	-4%	-6	22µM*
10	O=C(COc1cc2oc(=O)c3c(c2cc1Cl)CCCC3)NCC1CCC(C(=O)O)CC1 (stereo not given)	-5%	5%	-1.2	15	29%	-4%	12%	-1	4%
11	CCn1c(=O)n(CC)c2cc(N3CCCC3)c(NC(=O)c3ccc(F)cc3)cc21	-17%	-5%	1.2	5	29%	-3%	0%	7	5%
12	Cc1ccc(Cn2ncc3c(N4CCN(CC#N)CC4)ncnc32)cc1	7%	-5%	1.7	3	-3%	-4%	-2%	1	8%
13	COc1cc(CCC(=O)O)on1	13%	-2%	1.1	-31	10%	-5%	-10%	-3	0%
14	CC(C)c1ccc(NC(=O)CN2C(=O)c3ccccc3S2(=O)=O)cc1	-2%	-2%	-0.4	0	-28%&-16%	-6%	3%	2&-7	?
15	CCCNC(=O)c1cc(C2CCCCN2C(=O)c2cc(C(C)(C)C)nn2C)on1 (stereo not given)	nt	2%	nt	nt	5%	-2%	nt	4	nt
16	C/C(=N\NC(=O)c1ccccc1)c1ccccc1F	19%	-4%	-0.3	-2	-7%	4%	-6%	-5	0%
17	COc1ccc(NC(=O)c2oc3ccccc3c2NC(=O)c2cc(C)cc(C)c2)c(OC)c1	8%	-3%	0.0	nt	-16%	-3%	0%	2	-2%
18	Cc1cc(N2CCN(C)CC2)nc2ccc(NC(=O)CCC3CCCC3)cc12	-27%	0%	-0.5	-9	-15%	-4%	5%	2	0%
19	CCC(=O)OCC(=O)c1c(N)n(Cc2ccccc2)c(=O)n(C)c1=O	-21%	-5%	-0.1	-17	?	-3%	-1%	-3	6%
20	CCc1ccc(CN(Cc2cn[nH]c2-c2ccc(OC)cc2)C(=O)Nc2ccc(Br)cc2)cc1	5%	2%	-1.7	nt	-2%	-5%	-11%	3	-13%
21	CC(=O)OC(C[N+]1(C)CCCCCC1)c1ccccc1 (stereo not given)	-24%	3%	0.0	16	?	-3%	-19%	-6	-12%
22	CN1CCN(c2ccc(NC(=O)c3cccc(S(=O)(=O)N4CCCC4)c3)cc2)CC1	5%	1%	0.2	-4	394%[activator]	-2%	-6%	-8	1%
23	O=C(Nc1ccc(-c2noc(-c3cccs3)n2)cc1)c1cccnc1	-17%	-7%	-0.5	4	26%	-6%	-3%	-2	-1%
24	CCc1ccc2c(c1)NC(=O)C2(C)Cc1ccccc1C#N (stereo not given)	nt	?	nt	nt	-4%	-3%	nt	-8	nt
25	O=C(/C=C/c1ccc(F)cc1)NC(=S)N1CCOCC1	-2%	1%	-0.2	-8	-6%	7%	-1%	-6	-13%
26	Cc1ccc2c(c1)cc(CN(Cc1ccco1)C(=O)N1CCOCC1)c1nnnn12	6%	-6%	1.8	0	2%	-4%	0%	-2	-2%
27	CC1CCCCN1CCn1c(=S)[nH]c2cc3c(cc2c1=O)OCO3 (stereo not given)	1%	-6%	nt	nt	0%	-4%	4%	1	24%
28	Cc1ccc(S(=O)(=O)Nc2nnc(CC(C)(C)C)s2)cc1	-32%	-3%	-0.7	-13	-17%	-2%	14%	-8	0%
29	O=C1NCCOC(=O)[C@H](Cc2ccc(F)cc2)CC/C=C/C[C@@H]1CC(=O)N(CCO)Cc1ccccc1	5%	1%	nt	nt	-5%	-1%	6%	-7	4%
30	COc1cc(C2C(C#N)=C(N)OC3=C2C(=O)CC(C)(C)C3)cc([N+](=O)[O-])c1O (stereo not given)	10%[11.4 µM]	-1%	-0.2	14	-5%	-1%	0%	2	-7%
31	O=C1Nc2c(c(=O)[nH]c(=O)n2-c2ccc(F)cc2)C1(NS(=O)(=O)c1ccc(Cl)cc1)C(F)(F)F (stereo not given)	15%	-1%	0.2	nt	-4%	1%	3%	-8	-3%
32	O=C(Nc1cccc(-c2ccc3nncn3n2)c1)c1ccco1	-29%	3%	0.0	-7	1%	1%	6%	-11	-2%
33	O=C(CN1C(=O)S/C(=C/c2ccccn2)C1=O)N1CCOCC1	-32%	-1%	-0.3	-1	-21%	-4%	15%	2	-4%
34	CCC(C)c1c(O)nc(SCC(=O)Nc2ccccc2)[nH]c1=O (stereo not given)	-22%	-3%	0.0	2	-24%	1%	5%	0	nt
35	CN=c1sc2ccccc2n1CC(O)COc1ccccc1 (stereo not given)	-26%	1%	1.1	-1	22%	-3%	-4%	0	-11%
36	O=C(OCc1ccc(COC(=O)c2ccc(O)cc2)cc1)c1ccc(O)cc1	-3%	-2%	0.6	-2	nt	-1%	12%	-16	-8%
37	CCOC(=O)C1C(c2ccc(O)c(O)c2)NC(=S)NC1(O)C(F)(F)F (stereo not given)	-37%	-1%	0.6	-9	-29%	-3%	-4%	10	-10%
38	CCOC(=O)CC(=O)CSc1nc2ccccc2c(=O)n1CCc1ccc(S(N)(=O)=O)cc1	0%	-4%	-0.1	nt	-24%	-4%	-2%	1	-11%
39	COc1cccc(NC(=O)c2csc3c2CCCCC3)c1	-11%	-1%	2.4	nt	-20%	3%	4%	0	12%
40	CCOC(=O)C1=C(N)n2c(s/c(=C\c3cccs3)c2=O)=C(C(=O)OCC)C1c1cccs1 (stereo not given)	-7%	?	0.6	-4	?	-2%	-1%	1	-17%
41	COc1ccc(Cl)cc1-c1cc(C(=O)Nc2ccccc2)[nH]n1	nt	-16%	nt	nt	0%	6%	nt	-5	nt
42	CCN(CC)CCN(Cc1cc2cc(C)ccc2[nH]c1=O)C(=S)Nc1ccccc1	-14%	-1%	0.5	-10	-28%	-2%	8%	3	-21%
43	CC(C)c1ccc(CN2CCC(n3nccc3NC(=O)C3CCCC3)CC2)cc1	nt	2%	nt	nt	-5%	-5%	nt	-4	1%
44	COc1ccc(OC)c(S(=O)(=O)NCc2cn3c(C)csc3n2)c1	-4%	0%	nt	nt	18%	-2%	-3%	-7	-14%
45	CCC1CN(S(=O)(=O)c2cc(-c3cc(C)no3)ccc2OC)c2cc(Cl)ccc2O1 (stereo not given)	-15%	5%	0.5	nt	-8%	-2%	-5%	-11	5%
46	CC(=O)c1ccc(NC(=O)CSc2nc3c(=O)n(C)c(=O)n(C)c3n2C)cc1	4%	-3%	0.6	nt	2%	0%	-1%	-1	0%
47	CC(=O)OCc1c(C)cc(C)c(/C=C(/C#N)C(N)=O)c1C	-15%	0%	0.0	0	3%	0%	5%	-4	2%
48	CCc1cccc(NC(=O)c2cc(-c3ccccc3)n[nH]2)c1	14%	nt	0.7	nt	-14%	nt	3%	-8	nt
49	N=c1n(CCN2CCCC2)c2ccccc2n1CC(O)c1ccc(Cl)c(Cl)c1 (stereo not given)	?	?	-0.8	-10	?	-11%	-4%	-2	-2%
50	COc1ccc(CN(CC(=O)NC2CCCC2)C(=O)c2csnn2)cc1	-9%	2%	-2.9	6	-29%	-3%	-11%	2	4%
51	O=C(O)c1ccccc1-c1csc(-c2ccccc2)n1	-1%	-9%	-0.3	4	-5%	2%	-14%	-4	-12%
52	COCCN(C(=S)Nc1ccc(C)cc1C)C(C)c1cccs1 (stereo not given)	9%	2%	0.3	-4	0%	0%	4%	-2	-1%
53	CCN(c1ccccc1)S(=O)(=O)c1ccc2[nH]cc(C(=O)NC3CCCCC3)c(=O)c2c1	-10%	-4%	nt	nt	?	-6%	-8%	-5	-6%
54	CN(C)/C=N/c1nccc(-c2cccs2)n1	-20%	3%	-0.4	2	3%	1%	9%	0	4%
55	Cc1ccc(C(=O)CSc2nc3cc(C(=O)NC4CCCC4)ccc3c(=O)n2CC2CCCO2)cc1 (stereo not given)	-11%	-2%	nt	nt	-6%	-2%	1%	-6	-4%
56	CCOc1ccc(NC(=S)NCc2nc3ccccc3[nH]2)cc1	-7%[56.9 µM]	0%	0.8	6	133%[activator]	4%	23%	4	5%

Bioassay records deposited in PubChem by National Center for Advancing Translational Sciences (NCATS).
